POLI inh – qHTS for Inhibitors of Polymerase Iota; DNA polymerase iota (Homo sapiens), Q9UNA4; Pol iota fluorescent replication assay, 10 min; Potency, µM (series often up to 115 µM), inactives show top-dose activity, negative = inhibition, hits mostly inhibitors; hit rate 1% among 390,000; AID 588590, 2011; also: potency is read from the fitted curve at half-maximal effect
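Fluorescent replication assay read twice, at 0 min and 10 min after adding 50 nM (final) substrate. Enzyme (10 nM) and compounds were first incubated 15 min at room temperature; enzyme-free buffer wells were negative controls.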
ERG Ets-DNA blk – qHTS for Small Molecule Inhibitors of the ERG Ets/DNA interaction | fluorescence polarization, His-ERG Ets domain / labelled DNA | hit rate 0.028% among 370,000 | AID 624246, 2012 | Potency, µM (doses to about 76.9 µM), for the others: top-dose FP activity, negative = inhibition, most hits filed as inhibitors | Transcriptional regulator ERG (Homo sapiens), P11308; active = well fitted inhibition curve with a large enough effect in the polarisation, with a control signal flat; inconclusive = small, poorly fitted or top-dose-only effect, or effect the other way, or a change in a side signal; inactive = no such curve, though single readings can be large or run the other way; the % refers to the polarisation;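 also: polarization taken with two DNA probes labelled with fluorescein and Texas red; potency is read from the fitted curve at half-maximal effect; % of control where 0% means no effect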
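His-tagged ERG Ets domain (1 uM in the protein solution; 300mM KCl, 50mM Tris-HCl, 1mM EDTA, 1mM DTT, pH 7.5) received compound, then a probe mix of 5 nM fluorescein-DNA and 100nM Texas-615-DNA. Fluorescence polarization was read for both dyes.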
POLB inh – qHTS Assay for Inhibitors of DNA Polymerase Beta | P06746 | Pol beta primer extension/strand displacement, fluorescence kinetic | Potency, µM (top dose mostly 114 µM), inactives show at the top dose activity change, negative = inhibition, most hits filed as inhibitors | hit rate 1.3% among 340,000; also: potency is read from the fitted curve at half-maximal effect; % is scaled to controls: 0 for no effect and ±100 for the full control effect
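10 nM enzyme + cpd, 15 min RT; start with substrate 50 nM final; read 0 min and after 10 min RT. Corrected, normalized data; 4-parameter Hill curve fit.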
Pol kappa inh – qHTS for Inhibitors of Polymerase Kappa; Potency, µM (titrated, usually from 107 µM), for inactives: top-dose activity, negative = inhibition, actives largely listed as inhibitors; purified Pol kappa, fluorescent DNA synthesis assay, 10 min; hit rate 0.53% among 400,000; AID 588579, 2011; also: potency is read from the fitted curve at half-maximal effect; % is scaled to controls: 0 for no effect and ±100 for the full control effect
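Pol kappa 10 nM + cpd, 15 min RT; start w/ substrate 50 nM final; fluorescence kinetic read, 0 and 10 min. Neg ctrl: buffer, no enzyme.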
Apoferritin bind – qHTS Assay for Identification of Novel General Anesthetics. Potency, µM (top dose mostly 77.5 µM), for the others: at the highest dose activity change, negative = displacement, actives largely listed as inhibitors. apoferritin/1-aminoanthracene competitive binding, fluorescence. Ferritin light chain (Equus caballus), P02791. hit rate 0.074% among 350,000; also: potency is read from the fitted curve at half-maximal effect; % is scaled to controls: 0 for no effect and ±100 for the full control effect; nearly all actives have a fitted effect of over 20% in size
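Apoferritin-based anesthetic binding model; compound displacement of fluorescent 1-AMA measured as endpoint fluorescence after 10 minutes at room temperature, scaled to free-ligand and complex controls.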
BLM inh – qHTS Assay for Inhibitors of Bloom's syndrome helicase (BLM) | RecQ-like DNA helicase BLM (Homo sapiens), P54132 | Potency, µM (top dose mostly 56.1 µM), without a hit: top-dose activity change, negative = inhibition, usual class: inhibitors | hit rate 0.2% among 350,000 | recombinant BLM DNA unwinding, fluorescence dequenching;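 also: potency is read from the fitted curve at half-maximal effect; plate controls were vehicle for no effect and no enzyme for full effect; nearly all actives have a fitted effect of over 35% in size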
TRHR ag – qHTS for Small Molecule Agonists and Allosteric Enhancers of Human TRH Receptor: Primary Screen for Agonists. Thyrotropin-releasing hormone receptor (Homo sapiens), P34981. TRHR cells, calcium flux fluo-8, FDSS agonist mode. activation, % at 2 µM. hit rate 0.18% among 360,000. AID 493084, 2011; in the data active = activation above about 30%; also: 0% is about no effect
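Agonist-mode FDSS calcium read (Ex 480/Em 530, 1 s cycles) in 1536-well TRHR cells with fluo-8 dye, after 10-cycle baseline and 23 nL compound addition; TRH at EC20 (10 nM final) added afterwards for the enhancer phase.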
ALOX12 inh – Primary qHTS assay for inhibitors of human arachidonate 12S-lipoxygenase (ALOX12): Round 2; Polyunsaturated fatty acid lipoxygenase ALOX12 (Homo sapiens), P18054; purified 12hLO, xylenol orange hydroperoxide absorbance; Potency, µM (doses to about 108 µM), for the others: at the top dose activity change, negative = inhibition, usual class: inhibitors; hit rate 1.1% among 580,000; also: potency is read from the fitted curve at half-maximal effect; % is scaled to controls: 0 for no effect and ±100 for the full control effect
Target sequence (P18054 whole entry, looked up): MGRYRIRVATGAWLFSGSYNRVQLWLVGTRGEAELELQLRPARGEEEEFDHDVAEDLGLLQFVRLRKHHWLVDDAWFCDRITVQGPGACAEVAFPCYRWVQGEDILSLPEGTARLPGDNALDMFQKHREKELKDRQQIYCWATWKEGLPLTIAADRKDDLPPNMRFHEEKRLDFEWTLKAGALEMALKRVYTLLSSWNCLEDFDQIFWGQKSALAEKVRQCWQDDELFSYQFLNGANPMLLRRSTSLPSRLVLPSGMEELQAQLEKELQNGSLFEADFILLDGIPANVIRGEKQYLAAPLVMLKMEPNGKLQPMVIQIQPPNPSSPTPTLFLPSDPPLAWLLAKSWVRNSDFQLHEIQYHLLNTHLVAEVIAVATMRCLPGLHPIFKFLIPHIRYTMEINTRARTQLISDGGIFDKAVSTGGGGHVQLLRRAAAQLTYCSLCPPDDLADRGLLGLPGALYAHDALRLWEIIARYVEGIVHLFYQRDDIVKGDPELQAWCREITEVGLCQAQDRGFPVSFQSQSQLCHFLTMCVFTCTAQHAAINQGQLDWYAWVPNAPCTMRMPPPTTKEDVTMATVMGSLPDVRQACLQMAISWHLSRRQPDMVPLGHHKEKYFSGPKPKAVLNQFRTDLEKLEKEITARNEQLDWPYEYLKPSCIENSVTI
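Hydroperoxide product was detected by ferrous iron/xylenol orange as the 573 to 405 nm absorbance ratio. Arachidonic acid at 40 uM (final) was turned over for 30 min at room temperature by 150 nM human 12hLO, pH 7.0 Hepes buffer, after 15 min compound preincubation.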
APE1 inh – qHTS Assay for Inhibitors of the Human Apurinic/apyrimidinic Endonuclease 1 (APE1); DNA repair nuclease/redox regulator APEX1 (Homo sapiens), P27695; recombinant APE1, TAMRA/BHQ-2 abasic DNA cleavage fluorescence; Potency, µM (doses to about 65.8 µM), for inactives: at the highest dose activity change, negative = inhibition, most hits filed as inhibitors; hit rate 0.35% among 350,000; AID 2517, 2012;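 also: potency is read from the fitted curve at half-maximal effect; plate controls were vehicle for no effect and reference inhibitor for full effect; nearly all actives have a fitted effect of over 55% in size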
Target sequence (P27695 whole entry, looked up): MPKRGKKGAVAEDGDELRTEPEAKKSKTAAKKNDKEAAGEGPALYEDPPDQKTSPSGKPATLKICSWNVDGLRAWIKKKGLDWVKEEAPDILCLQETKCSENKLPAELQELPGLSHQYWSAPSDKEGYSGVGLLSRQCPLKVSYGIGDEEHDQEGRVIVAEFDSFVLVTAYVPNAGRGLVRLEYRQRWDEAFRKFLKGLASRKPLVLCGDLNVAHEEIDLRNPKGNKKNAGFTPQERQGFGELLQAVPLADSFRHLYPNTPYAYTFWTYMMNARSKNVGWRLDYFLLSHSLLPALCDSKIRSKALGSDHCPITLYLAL
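Enzyme (0.75 nM final) and test compound are incubated 15 min at room temperature before adding 50 nM quenched THF abasic-site duplex. Cleavage dequenches TAMRA, followed at 525/598 nm over three reads one minute apart.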
An asterisk follows results filed as active; ? = inconclusive; / = not tested or not shown; [ ] = remark or other dose. Unless noted, calls follow the shape of the dose curve; as a rule, active = well fitted curve in the direction sought with a large enough effect; inconclusive = small, poorly fitted or top-dose-only effect, or another doubt; inactive = no such curve, though single readings can be large; an effect the other way counts as inactive or inconclusive.

The opening six compounds, ahead of the listing:
SMILES | POLI inh | ERG Ets-DNA blk | POLB inh | Pol kappa inh | Apoferritin bind | BLM inh | TRHR ag | ALOX12 inh | APE1 inh
CCN(CC)S(=O)(=O)c1ccc2c(c1)N(CC(=O)Nc1cccc(C#N)c1)C(=O)CO2 | 10% | -9% | ? | -10% | -14% | -5% | -0.6 | -14% | /
COc1ccccc1N(CC(=O)Nc1ccc(Cc2ccncc2)cc1)S(=O)(=O)c1ccccc1 | -23% | -4% | 7% | -4% | 54% | -10% | -1.4 | 19% | -11%
Cc1ccc(S(=O)(=O)N2CCN(S(=O)(=O)c3c(C)n[nH]c3C)CC2)cc1C | 16% | 3% | / | 2% | / | / | 0.0 | -9% | 24%
Cc1nn(CC(=O)NC(=O)NC2CCCCC2C)c(=O)c(C#N)c1C (stereo not drawn) | 52%[activator] | 1% | / | -13% | / | / | 0.2 | -2% | 4%
O=C1C(Cc2ccc3[nH]ccc3c2)NC(=S)N1c1ccccc1 (stereo not drawn) | 18% | -1% | 0% | -8% | 6% | -6% | 0.0 | 65%[activator] | -4%
Cc1ccc(-c2nc(COC(=O)C3=NN(c4ccccc4)C(=O)CC3)cs2)cc1 | -2% | -11% | / | 0% | / | / | -2.8 | -22% | -12%

The list itself (from the top)
SMILES | POLI inh | ERG Ets-DNA blk | POLB inh | Pol kappa inh | Apoferritin bind | BLM inh | TRHR ag | ALOX12 inh | APE1 inh
CCN(CC)S(=O)(=O)c1ccc2c(c1)N(CC(=O)Nc1cccc(C#N)c1)C(=O)CO2 | 10% | -9% | ? | -10% | -14% | -5% | -0.6 | -14% | /
COc1ccccc1N(CC(=O)Nc1ccc(Cc2ccncc2)cc1)S(=O)(=O)c1ccccc1 | -23% | -4% | 7% | -4% | 54% | -10% | -1.4 | 19% | -11%
Cc1ccc(S(=O)(=O)N2CCN(S(=O)(=O)c3c(C)n[nH]c3C)CC2)cc1C | 16% | 3% | / | 2% | / | / | 0.0 | -9% | 24%
Cc1nn(CC(=O)NC(=O)NC2CCCCC2C)c(=O)c(C#N)c1C (stereo not drawn) | 52%[activator] | 1% | / | -13% | / | / | 0.2 | -2% | 4%
O=C1C(Cc2ccc3[nH]ccc3c2)NC(=S)N1c1ccccc1 (stereo not drawn) | 18% | -1% | 0% | -8% | 6% | -6% | 0.0 | 65%[activator] | -4%
Cc1ccc(-c2nc(COC(=O)C3=NN(c4ccccc4)C(=O)CC3)cs2)cc1 | -2% | -11% | / | 0% | / | / | -2.8 | -22% | -12%
O=C(Nc1ccc2ncccc2c1)c1cccc(Br)c1 | -3% | -7% | -25% | -3% | -13% | 1% | -0.2 | ? | 26%
Cc1nnc(SCC(=O)Nc2ccccc2F)n1Cc1ccco1 | -3% | -1% | 1% | -14% | 4% | -1% | 0.4 | -8% | -1%
Cc1scc(-c2n[nH]c(=S)n2C(C)c2ccccc2)c1C (stereo not drawn) | 4% | -7% | ? | -11% | -17% | -9% | -0.9 | ? | 5%
COc1ccc(-c2nnn(CC(=O)N(CC(=O)NC3CCCC3)c3ccccc3)n2)cc1OC | 5% | -2% | -21% | -18% | -6% | 3% | -0.4 | 17% | -8%
C/C(=N\Nc1ccc(Cl)c(C(=O)O)c1)c1cccc([N+](=O)[O-])c1 | -15% | -1% | ? | -9% | -7% | 0% | 0.2 | ? | ?
Cc1ccccc1C(=O)NN1C(=O)CSC1=S | -13% | 63%[activator] | -1% | -4% | -2% | -1% | 1.4 | -14% | -14%
O=C(Nc1ccccc1)OCC1CCCN2CCCCC12 (stereo not drawn) | -6% | 0% | 4% | -5% | -10% | 3% | 0.4 | 17% | 14%
COC(=O)Nc1ccc(S(=O)(=O)N2CCCc3ccccc32)cc1 | 11% | -12% | 17% | -9% | -6% | -9% | 0.0 | 0% | -7%
COc1ccc2oc(=O)c(C(=O)C[n+]3cccc(C)c3)cc2c1 | 72%[activator] | 12% | -10% | -5% | -5% | -2% | 0.7 | -9% | 1%
CC(C)OCCCNC(=O)c1ccc(N(C)S(C)(=O)=O)cc1 | 10% | 6% | -11% | -14% | -8% | 2% | 0.5 | -8% | 1%
CNC(=S)NCCc1ccc(OC)c(OC)c1 | 103%[activator] | 16% | 14% | -3% | -6% | 3% | 3.0 | -19% | 2%
CCOc1ccccc1OCCCC(=O)Nc1cccc(-n2cnnn2)c1C | 36%[activator] | 5% | / | 4% | / | / | -0.2 | 8% | 26%
Cc1nc2ccc(C(=O)O)cc2c2c1CC(C)S2 (stereo not drawn) | 5µM* | 1% | 22µM* | 32µM* | -3% | 5% | 1.6 | -14% | ?
CCOC(=O)C1(c2csc(N)n2)COC(=O)C1 (stereo not drawn) | 13% | 8% | -8% | -10% | -7% | 2% | -0.2 | -2% | 3%
Cc1nc2c(c(C)nn2-c2ccccc2)c(C)c1CCC(=O)NCCCOC(C)C | 10% | 9% | -12% | -13% | 1% | -3% | -0.2 | -9% | 47%[activator]
O=C(CC1=NCCNC(c2ccccc2)C1)c1ccccc1O (stereo not drawn) | 30% | / | -22% | 0% | -8% | -2% | -0.9 | -20% | 1%
COc1ccc(C2CC(=O)c3c([nH]c(C(=O)OC4CCCCCC4)c3C)C2)cc1OC (stereo not drawn) | 26% | -7% | -23% | -3% | -15% | -2% | 0.6 | 5% | /
CCc1sc(C(=O)N2CCN(CC(=O)Nc3cccc(F)c3)CC2)cc1C | -19% | 9% | / | 10% | / | / | -0.9 | 82% | 34%
CC(C)OC(=O)c1ccc(NCc2cc(O)ccc2O)cc1 | -2% | 3% | / | -19% | / | / | / | ? | /
COc1cccc(C2=NCCc3cc4c(cc32)OCO4)c1OC | 24% | 5% | 36% | -11% | 51%[activator] | -16% | -0.6 | 2% | 2%
Cn1c(C(=O)NCCCN2CCCC2=O)cc2c(=O)n(C)c3ccccc3c21 | 15% | -27% | -20% | 0% | -12% | 2% | 0.1 | 80% | 4%
Cn1c(-c2ccc3c(c2)OCO3)cnc1N | 27% | -3% | 19% | -2% | -14% | 0% | 0.5 | -21% | ?
CCN(CC(=O)NCc1ccc(F)cc1)CC(=O)NC1CCCC1 | 23% | -6% | 10% | 11% | -4% | -4% | 0.8 | -7% | 33%
COC(=O)CC1C(=O)NCCN1C(=S)NC(=O)c1sc2ccccc2c1Cl (stereo not drawn) | -12% | -1% | 14% | 4% | -14% | 0% | -0.7 | ? | 3%
O=C1Nc2ccc(S(=O)(=O)NCc3ccccn3)c3cccc1c23 | 50µM* | -3% | 1% | ? | / | -2% | -0.1 | ? | -8%
Cc1nn(C)c(C)c1CNC(=O)c1cc2n(n1)C(C(F)(F)F)CC(c1cccs1)N2 (stereo not drawn) | 34%[activator] | / | 8% | 1% | 4% | 1% | 0.8 | 0% | ?
Cc1cc2nc(C3CCN(C(=S)NCCCOC(C)C)CC3)[nH]c2cc1C | 32%[activator] | 4% | 13% | 2% | -7% | -2% | -1.1 | 8% | 1%
COc1cccc(N2CCN(C(=O)c3cc(C)oc3C)CC2)c1 | 14% | -13% | / | 3% | / | / | 0.4 | -9% | -14%
COc1ccc(CNC(=O)COc2ccc(C)nc2[N+](=O)[O-])cc1 | 55%[activator] | 0% | -9% | -8% | -10% | -1% | -0.3 | -7% | 1%
Cc1ccc(C)c(NC(=O)COc2cccc3c2CCN(Cc2ccccc2C)C3=O)c1 | 6% | 8% | 1% | -8% | -9% | -4% | 0.7 | -23% | -2%
O=C(COc1ccccc1F)Nc1ccc(-c2nc3ccccc3s2)cc1 | 14% | 2% | 45µM* | -13% | 96%[activator] | -16% | 0.6 | -15% | 8%
CC(=O)N1CCCc2cc(S(=O)(=O)Nc3ccc(Cl)cc3F)ccc21 | 16% | -2% | -3% | -6%[60.1 µM] | -9% | -5% | -0.1 | 0% | /
Cc1cc(NC(=O)C2CC(=O)N(c3cccc(Cl)c3)C2)no1 (stereo not drawn) | 19% | 7% | -12% | 5% | -3% | -1% | 0.7 | -10% | 77%[activator][12.4 µM]
COc1ccccc1NC(=O)C1=C(C)Nc2nc(SCC(=O)c3ccc(C)cc3)nn2C1c1ccccc1C (stereo not drawn) | 9% | -8% | -16% | 5%[60.1 µM] | -7% | -2% | -0.1 | -17% | /
Cc1ccc(S(=O)(=O)N(C)C)cc1NC(=O)COC(=O)CCC1CCCC1 | 7% | -2% | / | -6% | / | / | -0.4 | ? | 11%
Cn1nc(C(C)(C)C)c([N+](=O)[O-])c1C(=O)N1CCOCC1 | -1% | -1% | 33% | -15% | -6% | 0% | -1.4 | 0% | -4%

An excerpt of these results, with values under each structure.
Order of results: POLI inh, ERG Ets-DNA blk, POLB inh, Pol kappa inh, Apoferritin bind, BLM inh, TRHR ag, ALOX12 inh, APE1 inh
CC(=O)N1CCCc2cc(S(=O)(=O)Nc3ccc(Cl)cc3F)ccc21
    16%, -2%, -3%, -6%[60.1 µM], -9%, -5%, -0.1, 0%, /
Cn1nc(C(C)(C)C)c([N+](=O)[O-])c1C(=O)N1CCOCC1
    -1%, -1%, 33%, -15%, -6%, 0%, -1.4, 0%, -4%

Source: PubChem BioAssay (National Center for Advancing Translational Sciences (NCATS))

Not all compounds are listed; count on the stated rates, not on these rows.
